Assay outcomes: PubChem BioAssay, several laboratories
VHR inh abs: DUSP3 (human) phosphatase inhibition. recombinant VHR phosphatase, pNPP absorbance. P51452. inhibition, % at 13.3 µM. 290,000 tested, 0.52% active; in the data active = inhibition above about 50%; also: some compounds called inactive have numbers as strong as hits
Target sequence (P51452 whole entry, looked up): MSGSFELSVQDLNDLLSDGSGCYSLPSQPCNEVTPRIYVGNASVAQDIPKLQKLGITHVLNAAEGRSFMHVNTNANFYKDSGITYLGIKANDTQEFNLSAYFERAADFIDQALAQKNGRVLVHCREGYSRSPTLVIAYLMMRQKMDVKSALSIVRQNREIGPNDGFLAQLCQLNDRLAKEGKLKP
Rv3671c protease: Rv3671c (M. tuberculosis) protease inhibition. inhibition, % at 5.96 µM. 320,000 tested, 0.048% active. AID 2606; in the data active = inhibition above about 38%;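 also: extracellular domain of Rv3671c used as enzyme; 0% = enzyme with DMSO and 100% = no enzyme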
Target sequence (P9WHR9 whole entry, looked up, the tested form may be a part): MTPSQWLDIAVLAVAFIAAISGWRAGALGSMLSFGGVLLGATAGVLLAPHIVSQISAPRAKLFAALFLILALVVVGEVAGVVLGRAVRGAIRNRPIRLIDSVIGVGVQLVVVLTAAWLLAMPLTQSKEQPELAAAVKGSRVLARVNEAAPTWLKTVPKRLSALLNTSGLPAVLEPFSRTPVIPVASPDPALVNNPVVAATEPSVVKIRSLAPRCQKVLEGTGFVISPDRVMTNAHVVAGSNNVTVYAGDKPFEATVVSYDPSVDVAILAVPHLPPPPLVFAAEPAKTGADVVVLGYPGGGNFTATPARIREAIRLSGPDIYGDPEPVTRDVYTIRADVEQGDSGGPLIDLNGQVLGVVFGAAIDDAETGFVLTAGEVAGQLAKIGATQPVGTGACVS
CCHFV vOTU inh: CCHFV vOTU protease inhibition. Pep-AMC fluorescence. inhibition, % at 11.5 µM. 370,000 tested, 0.55% active. AID 651958; in the data active = inhibition above about 30%; also: 0% = vehicle wells with enzyme and 100% = no enzyme wells
TcdB GH inh: inhibitors of Clostridioides difficile toxin B glycohydrolase; TcdB glycohydrolase enzymatic assay, plate reader; inhibition, % at 9.99 µM; 350,000 tested, 0.24% active; in the data active = inhibition above about 10%
BH1578 lux ind: induces V. cholerae light production without autoinducers; V. cholerae BH1578 lux reporter, luminescence, 6 h; activation, % at 18.7 µM; 350,000 tested, 0.16% active; AID 588436; in the data active = activation mostly above about 9.7%, no sharp cut-off; also: not every result past the cut was called active; inactives centre near 0; reference of the scale not given here
SSB-PriA inh: inhibitors of Klebsiella pneumoniae PriA binding to SSB C-terminal tail | AlphaScreen SSBct-PriA binding, biotinylated peptide | inhibition, % at 33 µM | 430,000 tested, 0.6% active; in the data active = inhibition mostly above about 37%, no sharp cut-off; inactive = mostly below about 20%;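 also: plate controls were negative control peptide for no effect and reference peptide for full effect; strong numbers were not always called active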
MazEF act: MazEF (E. coli) toxin RNase activation | activation, % at 20 µM | 350,000 tested, 0.32% active | P0AE70 | FAM/BHQ RNA-DNA oligo cleavage fluorescence, 5 h; in the data active = activation above about 50%
Target sequence (P0AE70 whole entry, looked up): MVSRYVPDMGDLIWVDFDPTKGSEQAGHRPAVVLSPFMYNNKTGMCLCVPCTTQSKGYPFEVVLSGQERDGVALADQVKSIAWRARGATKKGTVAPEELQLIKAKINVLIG
Yp Topo-I inh: Y. pestis Topo-I inhibition via cleavage products; Y. pestis Topo-I cleavage product accumulation, plate reader; 360,000 tested, 0.064% active; activity, % at 10 µM; in the data active = activity above about 50%, passing the limit was not always enough; also: inactives centre near 2
3CLpro inhibitor: SARS-CoV 3CLpro protease inhibition; P0C6X7; recombinant SARS-CoV 3CLpro, quenched FRET peptide cleavage; inhibition, % at 6 µM; 290,000 tested, 0.14% active; AID 1706; in the data active = inhibition above about 12%
PrPC TRFRET: reduces human prion protein on the cell surface; cell surface PrPC, TR-FRET read-out; inhibition, % at 13.8 µM; 370,000 tested, 0.43% active; P04156; in the data active = inhibition above about 24%; also: 0% = median of the test wells and 100% = reference compound wells
* hit, by the source's call; i = inactive; . = no result given; & = joins results of further samples. This is a subset, so the mix of outcomes need not match the whole.

SMILES	VHR inh abs	Rv3671c protease	CCHFV vOTU inh	TcdB GH inh	BH1578 lux ind	SSB-PriA inh	MazEF act	Yp Topo-I inh	3CLpro inhibitor	PrPC TRFRET
Cc1ccc(/C=N/NC(=O)CCSc2ccccc2)cc1	4	1	8	-1.2	-0.8	.	5	15	2	3
O=C(O)c1ccc(N/N=C/c2ccnc3ccccc23)cc1	-8	10	-11	-0.1	i	i	1	-6	0	0
CC(C)n1cc(C(=O)N2CCCC(Nc3ccc(F)c(F)c3)C2)cn1 (stereo not given)	-15	1	-13	1.2	-0.4	-10	2	-9	6	5
CCOc1ccc(N(CC(=O)NCc2ccc(OC)cc2)S(=O)(=O)c2c(C)[nH]c(=O)[nH]c2=O)cc1	-9	0	-16	0.5	i	4	0	5	9	4
O=c1cc2n(c(=O)[nH]1)CCC1=C2CCCC1	22	6	4	-0.8	i	-7	1	9	-6	4
Nc1nonc1-n1nnc(C(=O)N/N=C/c2ccccc2F)c1-c1cccs1	24	8	-16	-0.3	i	.	0	-6	3	4
Cc1c(NC(=O)c2ccc(Cl)nc2)cccc1-c1nc2cccnc2s1	13	-4	-5	-0.5	-0.6	2&5	-12	1	0	4
Cc1ccc(Cn2c(Sc3nnc(C)s3)nc3c2c(=O)[nH]c(=O)n3C)cc1	21	-3	15	0.6	-0.1	0	-2	-3	4	0
N#CC1(NC(=O)CSc2nnc(COc3ccccc3F)n2N)CCCCC1	.	3	-5	0.2	i	-10	-2	2	.	-6
CSc1ccc(C(=O)C2CCCN(Cc3cccn3-c3cccnc3)C2)cc1 (stereo not given)	22	2	0	.	i	15	2	27	2	1
CCOC(=O)C1=C(C)NC(C)=C(C(=O)OCC)C1C1=COCCO1	-6	-2	-1	.	i	-3	-3	-9	-5	2
CC(C)c1ccccc1NC(=O)Nc1ccc(F)cc1F	-8	-2	1	1.2	-3.3	-12	-10	-2	3	-3
Cn1nc(C(=O)Nc2nc3ccc(S(C)(=O)=O)cc3s2)ccc1=O	27	-4	17	.	i	-5	-2	-3	-1	-1
COc1ccc(-c2nc(NC(=O)c3c(C)noc3C)sc2C)cc1	.	.	10	0.8	i	-2	3	32	.	-4
O=C(CN(c1cccc(C(F)(F)F)c1)S(=O)(=O)c1ccc(Cl)c([N+](=O)[O-])c1)NCc1ccccc1Cl	3	-12	12	.	-3.3	3	1	5	-2	5
CC1=C(C(=O)Nc2cc(C(=O)N(C)Cc3ccccc3)ccc2C)SCCO1	52*	-7	3	2.5	-7.3	8	6	3	3	-5
O=C(O)C1CN(C(=O)c2cccc(Br)c2)C1	18	-7	7	0.9	-0.6	-13	14	-7	1	4
O=C(Nc1ccc2c(c1)OCO2)c1cc(C2CCCCN2S(=O)(=O)c2cccs2)on1 (stereo not given)	.	.	-1	0.9	-0.1	.	.	7	.	57*
O=C(CCc1ccccc1)Nc1ccc(F)cc1F	29	-12	10	0.2	i	-7	1	3	1	2
Cc1sc2ncnc(N3CCN(Cc4ccccc4)CC3)c2c1-c1ccccc1	21	3	8	1.9	-0.3	-8	-8	10	4	-8
CCOC(=O)C1=C(C)Nc2ccccc2N=C1NC(=O)CCCN1C(=O)c2ccccc2C1=O	7	-5	-2	.	-10	2	2	1	-1	8
O=C(c1ccccc1)c1ccc(N2CCN(C(=O)c3ccc(F)cc3F)CC2)c(F)c1	.	.	12	0.2	-0.4	.	-1	24	.	3
COc1ccc(NC(=O)COC(=O)c2cc(S(=O)(=O)N3CCCC3)ccc2O)cc1	.	-1	11	1.5	.	-15	8	-1	.	1
CCOC(=O)Nc1cc2c(C)cc(=O)oc2cc1C	-4	-5	10	.	1.1	-1	0	0	-5	2
Cc1cccc(-c2noc(CN(C(=O)C(c3ccccc3)c3ccccc3)C(C)C)n2)c1	-4	-16	-1	2.3	.	-18	3	8	-1	13
Fc1cc(F)cc(-c2oncc2-c2nnnn2-c2ccccc2)c1	49	-8	-9	.	-0.5	-22	1	-7	4	-2
CN(CCNC(=O)CN1CCN(Cc2ccccc2Cl)C1=O)Cc1ccccc1	25	3	.	.	i	4	2	4	1	.
COc1ccccc1N1CCN(S(=O)(=O)c2ccccc2F)CC1	-2	3	4	3.0	-5.4	-18&-8	0	19	1	0
O=C(Cn1nnc(-c2ccc3c(c2)OCO3)n1)N1CCOCC1	-20	-4	7	.	-0.5	-4	0	1	-2	-3
O=P(c1ccccc1)(c1ccccc1)C(c1ccco1)N1CCOCC1 (stereo not given)	19	2	0	.	7.7	-10	-10	-1	2	1
COc1ccccc1NS(=O)(=O)c1ccc(C(=O)NCc2ccco2)cc1	.	-3	-11	3.4	-0.9	6	3	10	.	8
COc1ccc(OCCOc2ccccc2[N+](=O)[O-])cc1	-5	-1	-2	0.5	-0.4	-12	-9	6	2	-1
Cc1ccc(N2C(=O)N(CC(=O)Nc3cc(C)cc(C)c3)C(=O)C2C)cc1 (stereo not given)	-1	-6	13	-2.5	-0.5	-17	4	-13	3	10
CC(=O)OC(C)C[N+](C)(C)C (stereo not given)	20	-2	7	1.6	23*	-9	1	1	-5	11
O=C1OC(CC(=O)N(Cc2nnc(-c3ccc(Cl)cc3)o2)C2CC2)c2ccccc21 (stereo not given)	.	-3	-6	-0.1	i	1	3	11	.	-8
Cc1ccc(C(C)C)c(OCC(=O)N/N=C2\CC(=O)CC(C)(C)C2)c1	19	-2	14	0.9	i	.	6	-10	-6	7

3 entries out of the list, sorted by count of non-hydrogen atoms, smallest number first.
SMILES	VHR inh abs	Rv3671c protease	CCHFV vOTU inh	TcdB GH inh	BH1578 lux ind	SSB-PriA inh	MazEF act	Yp Topo-I inh	3CLpro inhibitor	PrPC TRFRET
CC(=O)OC(C)C[N+](C)(C)C (stereo not given)	20	-2	7	1.6	23*	-9	1	1	-5	11
O=C(Cn1nnc(-c2ccc3c(c2)OCO3)n1)N1CCOCC1	-20	-4	7	.	-0.5	-4	0	1	-2	-3
COc1ccccc1N1CCN(S(=O)(=O)c2ccccc2F)CC1	-2	3	4	3.0	-5.4	-18&-8	0	19	1	0

Next records.
SMILES	VHR inh abs	Rv3671c protease	CCHFV vOTU inh	TcdB GH inh	BH1578 lux ind	SSB-PriA inh	MazEF act	Yp Topo-I inh	3CLpro inhibitor	PrPC TRFRET
COc1ccc(N(C(=O)c2cccnc2)S(=O)(=O)c2cccs2)cc1	47	5	-14	1.8	-0.4	1	7	-12	2	-3
Clc1ccc(OCC#CCN2CCOCC2)cc1	5	-4	-11	2.2	-0.6	0	0	5	1	-7
CN1CCn2cnc(C(=O)N[C@@H](Cc3ccccc3)C(=O)OC(C)(C)C)c2C1=O	.	.	-1	0.6	-0.4	.	0	3	.	4
CCCn1c(NC(=O)c2ccc(Cl)c(S(=O)(=O)N3CCCC3)c2)nc2ccccc21	29	-26	2	.	i	0	1	16	2	12
Cc1ccc(-c2nnc(SCC(=O)Nc3ccc(S(=O)(=O)N4CCCCCC4)cc3)o2)cc1	-21	0	-7	.	2.0	2	4	17	-2	-3
CCOc1ccc(NS(=O)(=O)c2ccc(C(=O)NCC3(N(C)C)CCCCC3)cc2)cc1	.	-3	-15	2.4	-4.0	0	9	-13	.	-8
COc1ccccc1CNCCS(=O)(=O)NN1CCOCC1	.	.	3	-18	-1.5	-9	2	-1	.	5
Cc1ccc(S(=O)(=O)N(C)C)cc1-n1c(SCC(=O)Nc2ccc(F)cc2)nc2ccccc2c1=O	-12	-48	-3	1.6	i	-12	-4	35	0	3
CC(C)(C)c1ccc(OCCCC(=O)N2CCOCC2)cc1	12	-6	-2	0.2	-5.6	-19&0	3	8	-1	5
COCOCCn1cc(CN2CCS(=O)(=O)N(Cc3ccc(-c4cccc(N(C)C)c4)cc3)C(CC(C)C)C2=O)nn1 (stereo not given)	.	.	10	1.5	-0.5	.	-7	20	.	-7
CCc1c(C(C)S(=O)(=O)c2ccc(C)cc2)[nH]c(=O)n1-c1ccc(OC(F)(F)F)cc1 (stereo not given)	-20	3	21	.	i	-5	-12	-4	-1	-8
C#Cc1ccc([C@@H]2C=C(C(=O)N3CCOCC3)O[C@H](OCC)[C@H]2CCCO)cc1	-11	8	-1	-0.1	-0.7	-11	3	3	-1	5
Cc1ccc(/C(O)=C2\C(=O)C(=O)N(C)C2c2ccc([N+](=O)[O-])cc2)cc1 (stereo not given)	12	0	5	0.1	-0.2	.	12	-2	4	-12
CCOC(=O)C(C(C)=O)=C1SC2CS(=O)(=O)CC2S1 (stereo not given)	19	-1	13	-0.1	-0.4	-7	-2	3	1	0
N=C1c2ccccc2CN1NC(=O)c1cccc(S(=O)(=O)N2CCOCC2)c1	5	-12	-1	.	0.2	2	7	-3	-4	4
COc1ccc(-c2oc3ccccc3c2C(=O)OCc2ccccc2)cc1	5	-6	-29	-0.4	-0.4	-25	-7	8	-1	-7
COc1ccc(CN2CC(=O)N3[C@H]4c5ccc(OC)cc5OC[C@@H]4[C@H](c4ccccc4)[C@]3(C)C2=O)cc1	.	-16	-3	1.2	-0.7	-3	7	31	.	1
CCOC(=O)CC1C(=O)NCCN1S(=O)(=O)c1ccc(OC)cc1 (stereo not given)	17	-2	-13	0.9	-0.2	-6	5	-2	3	7
Cc1cc(-c2nnc(CCC(=O)NC(C)(C)C34CC5CC(CC(C5)C3)C4)o2)no1	1	-1	2	1.4	-0.6	-10	3	23	-1	3
CCN(CC)S(=O)(=O)c1ccc(C(=O)Nc2cc(S(=O)(=O)N3CCOCC3)ccc2N2CCN(C)CC2)cc1	.	.	-2	-0.7	-0.8	-2	6	1	.	9
COc1ccc(NC(=S)NC(=O)/C=C/c2ccco2)cc1	-11	-15	5	1.6	-0.3	5	4	3	3	-2
CCOC(=O)n1c(=O)n(Cc2ccc(Cl)c(Cl)c2)c2ccccc21	20	6	3	.	5.3	-20	5	1	0	6
Clc1ccccc1NCSC1=NCCS1	.	.	14	2.1	-2.7	-12	0	7	.	4
O=C(O)CCCCNCc1ccccc1	-24	1	-8	.	0.0	-15	2	-1	0	6
CC(=O)C1CCC2C3CC(C)=C4CC(O)CCC4(C)C3CCC12C (stereo not given)	.	.	2	0.7	i	-4	9	1	.	5
CS(=O)(=O)N1CCN(C2C3CC4CC(C3)CC2C4)CC1 (stereo not given)	-5	4	-8	1.3	i	-5	-4	7	-1	-4
O=c1c2nncn2c2cc(C(F)(F)F)ccc2n1CCNc1ncc(C(F)(F)F)cc1Cl	13	-4	-11	-0.1	0.4	-3	0	9	-2	-11
CC(C)(C)c1ccc(C2C(C#N)=C(N)Oc3n[nH]c(-c4cccnc4)c32)cc1 (stereo not given)	7	-26	-1	1.0	i	-4	4	-6	-6	3
O=C(CSc1nnc(Cc2ccccc2)o1)Nc1ccc(Br)cn1	5	0	8	.	-0.3	-22	-9	-2	0	5
CC(C)C12CN3CC(C(C)C)(CN(C1)C31C(=O)Nc3ccccc31)C2=O (stereo not given)	50	5	13	.	i	-3	9	1	-5	-5
Nc1nc(SCC(=O)Nc2ccc3c(c2)CCC3)n[nH]1	-5	-14	-8	0.6	-0.2	0	8	-5	0	3
COc1cccc(N2C(=O)CC(NNc3nc4ccccc4s3)C2=O)c1 (stereo not given)	29	1	-7	1.1	1.0	3	3	-4	-2	-2
Clc1ccccc1-c1nnc2sc(-c3ccc4c(c3)OCO4)nn12	21	-9	2	.	-6.2	6	33	3	-2	4
Cc1cc(C)c(NC(=O)CSCc2nc3sc(C)c(C)c3c(=O)[nH]2)c(Cl)c1	.	-119	-6	-0.2	1.4	9	9	12	.	5
COc1ccc(CCN2CC(C(=O)OCC(=O)N(C)CC(=O)Nc3ccccc3Cl)CC2=O)cc1OC (stereo not given)	.	.	-11	2.3	i	-4	6	3	.	1
COCC(=O)NNC(=S)Nc1cccc(C)c1C	11	4	-2	-0.4	-0.2	-14	10	5	0	-5

Compound profiles, as listed above. Order of values: VHR inh abs | Rv3671c protease | CCHFV vOTU inh | TcdB GH inh | BH1578 lux ind | SSB-PriA inh | MazEF act | Yp Topo-I inh | 3CLpro inhibitor | PrPC TRFRET
COc1cccc(N2C(=O)CC(NNc3nc4ccccc4s3)C2=O)c1 (stereo not given) across the screens: 29 | 1 | -7 | 1.1 | 1.0 | 3 | 3 | -4 | -2 | -2
O=C(CSc1nnc(Cc2ccccc2)o1)Nc1ccc(Br)cn1 across the screens: 5 | 0 | 8 | . | -0.3 | -22 | -9 | -2 | 0 | 5
Nc1nc(SCC(=O)Nc2ccc3c(c2)CCC3)n[nH]1 across the screens: -5 | -14 | -8 | 0.6 | -0.2 | 0 | 8 | -5 | 0 | 3
